Bioassay records deposited in PubChem BioAssay by National Center for Advancing Translational Sciences (NCATS).
Lipid storage S3 = qHTS Assay for Lipid Storage Modulators in Drosophila S3 Cells. 320,000 compounds, 0.64% hits. Drosophila S3 cells, BODIPY lipid droplet fluorescence, 18-24 h; cells fed with added oleic acid. lipid storage change, negative = inhibition, % at the top dose, mostly 46.1 µM; hits show Potency in µM. AID 2685; active = well fitted inhibition curve with a large enough effect in the signal ratio, with a control signal flat, not every such curve was filed as active; inconclusive = small, poorly fitted or top-dose-only effect, or effect the other way, or a change in a side signal; the % refers to the signal ratio
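Drosophila S3 cells loaded with oleic acid (400 uM, as added) and compounds at several concentrations; lipid droplets imaged by 488-nm laser-scanning cytometry, 500–530 nm intensity and object ratio to cell channel. Percent activity normalized to 20 uM Triacsin C.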
Lipid storage S3 cell count max = second read-out of Lipid storage S3, no call of its own (marks repeat the call); cell number change, %; measured here: cell count max response;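 cells counted by Cell Tracker Red CMTPX staining in the red channel; peak over a dose series mostly up to 46.1 µM; percent activity relative to internal control wells on each plate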
Starred values were filed as active, the others as inactive; i = inactive; u = inconclusive; x = no result given. % is set by controls: 0 for no effect and ±100 for the full control effect; potency is the fitted concentration of half-maximal effect. An excerpt (hit frequency here may not be typical).

SMILES | Lipid storage S3 | Lipid storage S3 cell count max
CC(=O)c1ccc(C(=O)N2CCC(CO)(Cc3cccc(C(F)(F)F)c3)CC2)cc1 | u | x
O=C(Cn1cnc2ccccc2c1=O)Nc1ccc2c(c1)OCCO2 | 6% | 8
CCC(C)Sc1nc2ccccc2n1CC(=O)O (centres undefined) | u | x
O=c1sc2ccccc2n1CCOc1ccccc1 | u | x
CN(C)CCCNC(=O)C1(O)c2cc(Br)ccc2NC(=O)N1c1ccc(Cl)cc1 (centres undefined) | 1% | 1
CCS(=O)(=O)N1N=C(c2cccc(NS(C)(=O)=O)c2)CC1c1ccc(C)cc1 (centres undefined) | 0% | 0
CCOC(=O)Cc1cc(=O)n2[nH]c(C)c(-c3ccccc3)c2n1 | u | x
CC(=O)Nc1ccc(S(=O)(=O)N2CCCC2C(=O)O)cc1 (centres undefined) | -8% | 4
CCN1C(=O)c2ccc(C(=O)Nc3cccc(C(=O)O)c3)cc2C1=O | -10% | 6
CCOC(=O)c1c(NC(=O)c2c(C(=O)O)cccc2[N+](=O)[O-])sc(C)c1C | 8% | 17
CC(C(=O)NCCc1nc2ccccc2[nH]1)n1cc([N+](=O)[O-])cn1 (centres undefined) | u | x
CC1CCN(c2ccc(NC(=O)c3ccc(Br)o3)cc2)CC1 | -6% | 2
COC(=O)C1=C(O)/C(=C\c2ccc(OCC(=O)Nc3ccc(OC)cc3)cc2)N=C1C | u | x
COc1ccc(C(=O)NCC(c2cccnc2)N2CCN(c3ccc(F)cc3)CC2)cc1OC (centres undefined) | 8% | 0
Cc1nn(Cc2ccc(Cl)c(Cl)c2)c(C)c1NC(=O)c1cn(-c2ccccc2)nc1-c1ccccc1 | u | x
C[C@@H]1C=C(C(=O)NC2CC2)O[C@H](OCc2ccc(CO)cc2)C1 | 14% | 2
COC(=O)CCC(=O)OC1(C)C(=O)C=C2C=C(C3CC3)N(C3CCCCC3)C=C2C1=O (centres undefined) | 1% | -2
COc1cc(-c2nnc(COC(=O)c3ccc(C)o3)o2)cc(OC)c1OC | -26% | 1
Cc1ccc(-c2csc(Cc3nc(-c4ccc5c(c4)CCC(=O)N5)cs3)n2)cc1 | u | x
COc1ccc(/C=C/C(=O)Nc2ccc(-c3nnc4n3CCCCC4)cc2)c(OC)c1 | u | x
CCOCCn1c(COc2ccc(C)cc2)nc2ccccc21 | u | x
CCCC(C)NC(=O)c1ccc(-c2ccccc2)cc1 (centres undefined) | -7% | -15
O=C(NCc1ccc(Cl)cc1)c1cc(=O)nc2sc(-c3ccccc3)nn12 | u | x
O=C(/C=C/c1ccccc1Br)c1ccc2c(c1)OCO2 | u | x
COc1ccccc1OCCCc1c(C)n[nH]c1C | u | x
CC1CCN(CC(=O)Nc2ccccc2C(=O)c2ccccc2)CC1 | 20% | x
CCn1nnc(NC(=O)COc2ccc(C3CCCCC3)cc2)n1 | i | x
CC(C(=O)OCC(=O)c1ccc([N+](=O)[O-])cc1)N1C(=O)C2C3CCC(C3)C2C1=O (centres undefined) | 0% | 7
COc1ccccc1Nc1nc(N)nc(CN2CCN(Cc3ccc4c(c3)OCO4)CC2)n1 | i | 13
Cc1cc(C(=O)CCC(=O)N2CCN(S(=O)(=O)c3ccccc3)CC2)c(C)s1 | u | x
Cn1c(SCC(=O)Nc2cc([N+](=O)[O-])ccc2F)nnc1C(F)(F)F | u | x
Cc1ccc(CCNC(=O)c2nn(C)c3c2CS(=O)(=O)c2ccccc2-3)cc1 | u | x
CCCc1[nH]c2ccc(C#N)cc2c1CCC | -7% | -7
O=C(c1cn[nH]c1)c1cc(F)ccc1O | u | x
Cc1cccc(C)c1OCc1cc(C(=O)NCc2cn(C)nc2C)no1 | u | x
COCCCNC(=O)c1c(N)n(-c2ccc3c(c2)OCO3)c2nc3ccccc3nc12 | u | x
COc1ccc(CCN(C)C(=O)c2cc(=O)c3ccccc3o2)cc1OC | 0.73µM* | -2.9*
CCCCNC(=O)c1cnc2n(c1=O)CCS2 | 8% | 5
Cc1nc2ccccc2c(=O)n1/N=C/c1ccc(O)cc1O | u | x
COc1ccc(OC)c(-n2c(Cn3c(-c4ccccn4)nc4ccccc43)n[nH]c2=S)c1 | 1% | -7
CCC(C)n1c(-c2cccc(S(=O)(=O)N3CCOCC3)c2)n[nH]c1=S (centres undefined) | u | x
COc1ccc(OC(C)C(=O)N2CCC(C)CC2)cc1 (centres undefined) | u | x
O=C(Cc1ccc(Cl)cc1)Nc1ccc(NC(=O)c2cccs2)cc1 | -14% | x
O=C(O)C1C2CC2CN1C(=O)c1ccc(Cl)cc1 (centres undefined) | u | x
S=c1[nH]nc(-c2ccccn2)n1/N=C/c1ccc(Cl)c(Cl)c1 | u | x
Cc1sc2nc(CC(=O)NN)[nH]c(=O)c2c1C | 10% | 11
CC(C)CC(OC(=O)c1nsc(Cl)c1Cl)C(=O)NCc1cccs1 (centres undefined) | 1% | -3
CCOC(=O)C1CCCN(S(=O)(=O)CCNC(=O)c2ccc3c(c2)OCO3)C1 (centres undefined) | i | -10
Cc1ccc(S(=O)(=O)N(CC(=O)N2CCC(C(N)=O)CC2)c2cccc(C(F)(F)F)c2)cc1 | u | x
O=CN1Cc2[nH]c3ccccc3c2N(c2ccc(Cl)cc2)C1=O | u | x
Other entries follow.
SMILES | Lipid storage S3 | Lipid storage S3 cell count max
Cc1cc(C(=O)O)c(CSc2ncn[nH]2)o1 | 3% | 1
Cc1cc(C)nc(SCNC(=O)c2ccccc2)n1 | 2% | -6
O=C(NCc1cccnc1)C1c2ccccc2C(=O)N1C1CCCCCCC1 (centres undefined) | -13% | -12
Cc1ccc2[nH]c(C)c(CCNC(=O)NC3CCCCC3)c2c1 | u | x
Cc1nn(Cc2ccc(Cl)cc2)c(C)c1NC(=O)C1CC=CCC1C(=O)O (centres undefined) | -9% | 3
COc1ccc(NC(=S)Nc2cnc3ccccc3c2)c(OC)c1 | u | x
N#CCCCSc1nnc(Cc2ccc3c(c2)OCO3)o1 | 9% | 11
CCOC(=O)c1sc(/N=C/N(C)C)nc1C | 1% | x
CC1=C(C(=O)O)N2C(=O)C(NC(=O)c3c(F)cccc3F)C2SC1 (centres undefined) | u | x
O=C(NC1(C(F)(F)F)C(=O)Nc2c1c(=O)[nH]c(=O)n2Cc1ccccc1)c1ccc(Cl)cc1Cl (centres undefined) | -10% | 9

Profiles as entered above. Order of values: Lipid storage S3, Lipid storage S3 cell count max
O=C(NC1(C(F)(F)F)C(=O)Nc2c1c(=O)[nH]c(=O)n2Cc1ccccc1)c1ccc(Cl)cc1Cl (centres undefined) is listed with -10%, 9
Cc1nn(Cc2ccc(Cl)cc2)c(C)c1NC(=O)C1CC=CCC1C(=O)O (centres undefined) is listed with -9%, 3
COc1ccc(NC(=S)Nc2cnc3ccccc3c2)c(OC)c1 is listed with u, x

Continued.
SMILES | Lipid storage S3 | Lipid storage S3 cell count max
N#CC1=C(N)C(C#N)(C#N)C2(C(=O)Nc3ccccc32)C2CCCC=C12 (centres undefined) | 11% | -21
COc1ccc(-n2nc(C(=O)Nc3nc4ccc(OC)cc4s3)c3ccccc3c2=O)cc1 | 11% | 11
CCc1nccn1S(=O)(=O)c1cc(Br)ccc1OC | u | x
CSc1ncccc1C(=O)OCc1ccccc1F | u | x
Cc1onc(-c2c(Cl)cccc2Cl)c1-c1nnc(-c2ccc(Cl)cc2)o1 | -17% | 3
O=P(C1=C(N2CCOCC2)/C(=C\c2ccccc2)CC1)(N1CCOCC1)N1CCOCC1 | 12% | 3
CCOc1ccc(NC(=O)NNC(=O)c2cccnc2)cc1 | u | x
Cn1c(=O)c2c(nc(N3CCOCC3)n2C)n(C)c1=O | u | x
Cc1sc2nc(C3CC3)nc(N3CCN(S(=O)(=O)c4ccc(F)cc4)CC3)c2c1C | 6% | -21
C=CS(=O)(=O)c1sc(Cl)c(N2CCOCC2)c1[N+](=O)[O-] | u | x
COc1ccc(NC(=O)N2CCCCCC2)cc1 | u | x
Cc1noc(C)c1C(c1ccccc1)S(=O)(=O)c1ccccc1 (centres undefined) | -2% | -7
COc1ccc(C(=O)CN2CCN(c3cc(C)nc4ccccc34)CC2)cc1 | 2% | -2
O=C(Cn1cncn1)N/N=C/c1cc([N+](=O)[O-])ccc1O | u | x
Cc1ccc(S(=O)(=O)N2CCC3(CC2)OCCO3)c(C)c1 | 2% | 11
COc1cc(/C=N/NC(=O)c2ccc(NS(=O)(=O)c3cccs3)cc2)cc(OC)c1O | u | x
CCOC(=O)c1c(C)[nH]c(C)c1S(=O)(=O)NCCc1sccc1C | u | x
O=C(C1CC(=O)N(c2ccc(F)cc2)C1)N1CCOCC1 (centres undefined) | i | 13
O=C(NC(=S)NC1CCCCCC1)c1cncc(Br)c1 | u | x
CCCCn1c(C(C)O)nc2ccccc21 (centres undefined) | 0% | 3
NC(=O)CNC(=O)C1CCCc2c1[nH]c1ccc(Cl)cc21 (centres undefined) | i | x
C#CCOCCOCCOCCNc1nc(N2CCN(C(=O)[C@H](CCC(=O)O)n3cc(C(N)Cc4ccc(O)cc4)nn3)CC2)nc(N2CCN(C(=O)[C@H](CCC(=O)O)n3cc(C(N)Cc4ccc(O)cc4)nn3)CC2)n1 (some centres undefined) | -5% | 1
Cc1ccc(CNC(=O)C2CCCN(S(=O)(=O)c3c(C)noc3C)C2)cc1 (centres undefined) | u | x
O=C1CC(N2CCN(c3ccc(Cl)cc3)CC2)C(=O)N1c1ccccc1 (centres undefined) | u | x
Cc1ccc(N(C(=O)c2csnn2)C(C(=O)NC2CCCCC2)c2cccnc2)cc1 (centres undefined) | u | x
c1ccc2c(c1)[nH]c1c3ccccc3sc21 | u | x
Cc1cc(C)nc(SCCS(=O)(=O)Cc2ccc(Cl)cc2)n1 | 0% | 26
CN1CCN(S(=O)(=O)c2cccs2)CC1 | u | x
CSc1ccc(CN(C)CC(=O)NC(=O)NCCC2=CCCCC2)cc1 | u | x
COc1ccc([C@H]2C(C#N)=C([S-])N[C@](C)(O)[C@@H]2[n+]2ccccc2)cc1 | -1% | 6
Cc1ccc(-n2ncc(C(=O)Nc3cc(Cl)ccc3Cl)c2C2CCNCC2)cc1 | u | x
COC(=O)c1ccc(CN(C(C)=O)c2ccccc2)o1 | u | x
O=c1c2ccccc2nnn1Cc1nnc(-c2ccccc2Br)o1 | u | x
CC(C)CC(C)NC(=O)c1ccc(C(F)(F)F)cc1 (centres undefined) | 7% | 8
Cc1ccc(-c2cc(C(=O)Nc3cc(C(=O)O)ccc3C)c3ccccc3n2)cc1 | -3% | -9
Cc1noc(C)c1C(=O)N1CCN(S(=O)(=O)c2ccc(F)cc2)CC1 | u | x
CON(C)S(=O)(=O)c1ccc2c(c1)NC(=O)C1CCCN21 (centres undefined) | 17% | 0
O=C(COc1cc([N+](=O)[O-])cc2cccnc12)NCCC1=CCCCC1 | u | x
O=C(NCCC(NS(=O)(=O)OCC(Cl)(Cl)Cl)c1ccccc1)C(F)(F)F (centres undefined) | i | -18
CC(OC(=O)CCN1C(=O)C2CC=CCC2C1=O)C(=O)Nc1cccc(C#N)c1 (centres undefined) | u | x
CCSc1nnc(NC(=O)[C@@H](NC(=O)c2ccc(C(C)(C)C)cc2)C(C)C)s1 | 1% | -6
COC(=O)c1ccccc1NC(=S)NC(=O)COc1ccccc1Cl | u | x
Cc1ccnc(NC(=O)C2CC(=O)N(c3ccc4c(c3)OCCO4)C2)c1 (centres undefined) | u | x
CCCCCCC(=O)Nc1ccc(Cl)cn1 | u | x
COc1ccc(OC)c(/C=N/NC(=O)c2ccc(=O)[nH]n2)c1 | -6% | -1
CC(=O)NNC(=O)c1sc(=S)n(C)c1C | u | x
O=C(NCc1ccccc1)C(c1cccnc1)N(C(=O)c1csnn1)c1ccccc1 (centres undefined) | u | x

In the list so far, 13 contain fluorine:
SMILES | Lipid storage S3 | Lipid storage S3 cell count max
CC(=O)c1ccc(C(=O)N2CCC(CO)(Cc3cccc(C(F)(F)F)c3)CC2)cc1 | u | x
COc1ccc(C(=O)NCC(c2cccnc2)N2CCN(c3ccc(F)cc3)CC2)cc1OC (centres undefined) | 8% | 0
Cn1c(SCC(=O)Nc2cc([N+](=O)[O-])ccc2F)nnc1C(F)(F)F | u | x
O=C(c1cn[nH]c1)c1cc(F)ccc1O | u | x
Cc1ccc(S(=O)(=O)N(CC(=O)N2CCC(C(N)=O)CC2)c2cccc(C(F)(F)F)c2)cc1 | u | x
CC1=C(C(=O)O)N2C(=O)C(NC(=O)c3c(F)cccc3F)C2SC1 (centres undefined) | u | x
O=C(NC1(C(F)(F)F)C(=O)Nc2c1c(=O)[nH]c(=O)n2Cc1ccccc1)c1ccc(Cl)cc1Cl (centres undefined) | -10% | 9
CSc1ncccc1C(=O)OCc1ccccc1F | u | x
Cc1sc2nc(C3CC3)nc(N3CCN(S(=O)(=O)c4ccc(F)cc4)CC3)c2c1C | 6% | -21
O=C(C1CC(=O)N(c2ccc(F)cc2)C1)N1CCOCC1 (centres undefined) | i | 13
CC(C)CC(C)NC(=O)c1ccc(C(F)(F)F)cc1 (centres undefined) | 7% | 8
Cc1noc(C)c1C(=O)N1CCN(S(=O)(=O)c2ccc(F)cc2)CC1 | u | x
O=C(NCCC(NS(=O)(=O)OCC(Cl)(Cl)Cl)c1ccccc1)C(F)(F)F (centres undefined) | i | -18
